# Screening results deposited in PubChem by National Center for Advancing Translational Sciences (NCATS).
# CCT modulator: changes cytosolic chaperonin activity. purified chaperonin ATPase assay, HTRF ADP detection, 30 min. 360,000 compounds, 0.3% hits. activity change, % (test concentration not listed), hits read low; in the data active means activity change below about -30%; further: on the % scale 0 is the no-effect control and ±100 the full control effect
#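 Enzyme 40 or 20 nM (batch-dependent) in Tris pH 7.4/KCl/MgCl2/DTT; cpd 76 uM single point; ATP 10 uM; 30 min 37 °C; Transcreener ADP HTRF detection, 30 min RT; ratio 665/615.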
# PLK1 PBD block: blocks phosphopeptide binding to human PLK1 polo-box domain | Plk1 PBD binding of FITC phosphopeptide, fluorescence polarization | 360,000 compounds, 2.8% hits | Potency, µM, without a hit: max response, negative = inhibition, hits mostly inhibitors | P53350; further: potency means the concentration at half of the fitted maximal effect; series mostly up to about 57 µM; on the % scale 0 is the no-effect control and ±100 the full control effect; nearly all actives have a fitted effect of over 65% in size
# Target sequence (P53350 whole entry, looked up, the tested form may be a part): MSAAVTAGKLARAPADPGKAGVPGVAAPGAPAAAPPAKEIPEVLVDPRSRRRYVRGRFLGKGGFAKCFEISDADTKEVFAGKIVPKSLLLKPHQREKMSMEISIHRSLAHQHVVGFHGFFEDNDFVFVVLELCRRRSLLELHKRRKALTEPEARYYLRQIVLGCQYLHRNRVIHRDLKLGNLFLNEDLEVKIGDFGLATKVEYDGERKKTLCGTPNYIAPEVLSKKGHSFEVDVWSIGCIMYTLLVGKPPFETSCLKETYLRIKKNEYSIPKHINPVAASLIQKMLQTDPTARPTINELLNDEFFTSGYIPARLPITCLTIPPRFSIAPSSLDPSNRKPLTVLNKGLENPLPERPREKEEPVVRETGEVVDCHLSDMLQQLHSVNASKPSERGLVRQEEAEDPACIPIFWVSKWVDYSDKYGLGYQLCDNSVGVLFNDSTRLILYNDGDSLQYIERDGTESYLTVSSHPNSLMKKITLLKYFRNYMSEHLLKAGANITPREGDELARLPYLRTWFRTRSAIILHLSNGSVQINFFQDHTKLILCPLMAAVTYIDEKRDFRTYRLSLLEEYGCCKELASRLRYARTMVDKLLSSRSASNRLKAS
# EPAC2 antag: EPAC2 (human) antagonism | Potency, µM (series often up to 114 µM), for the others: at the top dose activity, negative = inhibition, hits mostly inhibitors | 360,000 compounds, 0.18% hits | AID 720708 | EPAC2 GEF exchange of Rap1B-BODIPY-GDP, fluorescence; further: potency means the concentration at half of the fitted maximal effect; on the % scale 0 is the no-effect control and ±100 the full control effect; nearly all actives have a fitted effect of over 45% in size; many of its hits are not listed in these tables
# PI5P4K alpha inh: inhibitors of human PI5P4K alpha; P48426; PI5P4Kalpha enzyme, ADP-Glo luminescence, 60 min; stronger effect = lower value; max response, %; 330,000 compounds, 1.2% hits; active means max response of -50% or lower; inconclusive means between -30% and -50%; inactive means -30% or higher; further: value at the top dose of about 77 µM; on the % scale 0 is the no-effect control and ±100 the full control effect
# Target sequence (P48426 whole entry, looked up): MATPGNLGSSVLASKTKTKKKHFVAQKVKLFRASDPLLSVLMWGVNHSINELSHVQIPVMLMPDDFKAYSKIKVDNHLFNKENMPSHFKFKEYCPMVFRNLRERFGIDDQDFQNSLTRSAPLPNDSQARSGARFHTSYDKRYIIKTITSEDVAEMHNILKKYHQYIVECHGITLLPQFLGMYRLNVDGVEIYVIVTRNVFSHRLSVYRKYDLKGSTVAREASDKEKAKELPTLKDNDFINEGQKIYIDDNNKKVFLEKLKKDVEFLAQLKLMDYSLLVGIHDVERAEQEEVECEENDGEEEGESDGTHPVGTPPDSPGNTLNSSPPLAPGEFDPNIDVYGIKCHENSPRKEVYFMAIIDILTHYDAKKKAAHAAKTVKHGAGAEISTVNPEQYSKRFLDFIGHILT
#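 Compounds were pin-transferred onto PI5P4Kalpha and substrate in HEPES pH 7.4 buffer with EGTA, CHAPS and 5% DMSO. ATP (5 microM final) started the reaction, which ran 60 minutes at room temperature before ADP-Glo detection.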
# EPAC1 ag: agonists of human EPAC1 | Potency, µM (doses to about 154 µM), inactives show at the top dose activation, hits mostly activators | 360,000 compounds, 0.073% hits | AID 720707 | EPAC1 agonist qHTS, biochemical assay; response scale: 100% = response to 6.5 mM cAMP | O95398; further: potency means the concentration at half of the fitted maximal effect; nearly all actives have a fitted effect of over 60% in size
#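 Read-out is the fluorescence drop as BODIPY-GDP leaves Rap1B (480 nm excitation, 540 nm emission), recorded every 5 minutes over 30 minutes. Reactions held 100 nM EPAC1, 250 nM Rap1B–BODIPY-GDP and 50 uM GDP, with 6.5 mM cAMP setting full activation.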
# Mm-Cpn inhibitor: inhibitors of Methanococcus maripaludis chaperonin (MmCpn) | purified Mm-Cpn ATPase, ADP Transcreener TR-FRET | Potency, µM (top dose mostly 76.9 µM), for the others: at the top dose activity, negative = inhibition, actives largely listed as inhibitors | 330,000 compounds, 0.031% hits; further: potency means the concentration at half of the fitted maximal effect; on the % scale 0 is the no-effect control and ±100 the full control effect; nearly all actives have a fitted effect of over 80% in size
#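 Quantitative HTS used 25 nM Mm-CPN and 10 uM ATP in magnesium/KCl Tris buffer, pH 7.4, with 1 mM DTT. Hydrolysis ran 30 min at 37°C; ADP was read by HTRF.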
# EPAC1 antagonist: EPAC1 (human) antagonism; O95398; EPAC1 GEF assay, Rap1b-BODIPY-GDP exchange fluorescence; Potency, µM (series often up to 115 µM), inactives show top-dose activity change, negative = inhibition, most hits filed as inhibitors; 360,000 compounds, 0.14% hits; AID 720709;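 further: potency means the concentration at half of the fitted maximal effect; plate controls were vehicle for no effect and positive control for full effect; nearly all actives have a fitted effect of over 50% in size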
# WRN helicase inh: WRN helicase (human) inhibition; WRN helicase unwinding, fluorescent forked duplex, kinetic; Potency, µM (top dose mostly 114 µM), without a hit: at the highest dose activity change, negative = inhibition, most hits filed as inhibitors; 360,000 compounds, 0.46% hits; further: potency means the concentration at half of the fitted maximal effect; on the % scale 0 is the no-effect control and ±100 the full control effect; nearly all actives have a fitted effect of over 55% in size
#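 WRN at 20 nM final preincubated with compound 15 min at room temperature; reaction started with 100 nM fluorophore/quencher forked duplex oligonucleotide and 2 mM ATP final. Unwinding followed kinetically by red fluorescence (ex 525, em 598 nm).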
# Starred values were filed as active, the others as inactive; ? = inconclusive; . = no result given; [ ] = dose if it differs, or a comment. Unless noted, the call rests on the fitted dose curve; in most records, active means well fitted curve in the direction sought with a large enough effect; inconclusive means small, poorly fitted or top-dose-only effect, or another doubt; inactive means no such curve, though single readings can be large; an effect the other way counts as inactive or inconclusive. An excerpt (hit frequency here may not be typical).
compound,CCT modulator,PLK1 PBD block,EPAC2 antag,PI5P4K alpha inh,EPAC1 ag,Mm-Cpn inhibitor,EPAC1 antagonist,WRN helicase inh
O=C(NCCOCc1ccc(Cl)cc1)c1ncn[nH]1,0.6,-19.0%,3.4%,4.1,-3.7%,-0.1%,-20.3%,2.1%
CCN(C(=O)COC(=O)C1=COCCO1)c1c(N)n(Cc2ccccc2)c(=O)[nH]c1=O,-2.6,-2.1%,-2.0%,-6.2,0.2%,-0.6%,8.4%,9.2%
COc1ccc(CCNC(=O)Nc2cccs2)c(OC)c1,-0.2,-14.1%,-4.8%,-4.0,8.9%,2.0%,1.8%,-8.8%
O=C(N/N=C/c1cc(Cl)cc([N+](=O)[O-])c1O)c1ccccc1NS(=O)(=O)c1cccs1,1.3,?,?,-22.3,-9.9%,0.8%,?,-18.2%[11.6 µM]
Cn1cc(C(=O)N/N=C/c2cccs2)c2ccccc21,-4.4,-15.5%,-7.0%,4.8,2.4%,2.3%,-19.7%,-16.2%
c1ccc(N2CCN(c3ccc4nncn4n3)CC2)nc1,-0.7,-0.9%,16.0%,-2.8,-5.0%,-2.1%,-6.6%,-10.2%
COc1ccc(/C(N)=N/OC(=O)Cc2ccccc2OC)cc1,-1.8,-4.9%,5.0%,1.3,21.3%,1.9%,-6.8%,-5.0%
NS(=O)(=O)c1ccc(N=Nc2c(O)c(C(=O)O)cc3ccccc23)cc1,-0.8,0.0%,-24.5%,-95.3*,-7.3%,-1.9%,?,-9.2%[11.6 µM]
O=c1c2ccccc2[nH]c(=S)n1Cc1ccccc1,0.1,-5.9%,-2.3%,2.3,0.6%,-8.0%,-6.5%,-4.7%
CN(C)C(CNC(=O)Cc1cccc(C(F)(F)F)c1)c1ccco1 (stereo not drawn),1.3,1.3%,-17.2%,1.4,-11.1%,-3.2%,-27.5%,-6.3%

# 6 entries picked at random from the list so far:
compound,CCT modulator,PLK1 PBD block,EPAC2 antag,PI5P4K alpha inh,EPAC1 ag,Mm-Cpn inhibitor,EPAC1 antagonist,WRN helicase inh
NS(=O)(=O)c1ccc(N=Nc2c(O)c(C(=O)O)cc3ccccc23)cc1,-0.8,0.0%,-24.5%,-95.3*,-7.3%,-1.9%,?,-9.2%[11.6 µM]
O=c1c2ccccc2[nH]c(=S)n1Cc1ccccc1,0.1,-5.9%,-2.3%,2.3,0.6%,-8.0%,-6.5%,-4.7%
COc1ccc(CCNC(=O)Nc2cccs2)c(OC)c1,-0.2,-14.1%,-4.8%,-4.0,8.9%,2.0%,1.8%,-8.8%
CN(C)C(CNC(=O)Cc1cccc(C(F)(F)F)c1)c1ccco1 (stereo not drawn),1.3,1.3%,-17.2%,1.4,-11.1%,-3.2%,-27.5%,-6.3%
CCN(C(=O)COC(=O)C1=COCCO1)c1c(N)n(Cc2ccccc2)c(=O)[nH]c1=O,-2.6,-2.1%,-2.0%,-6.2,0.2%,-0.6%,8.4%,9.2%
COc1ccc(/C(N)=N/OC(=O)Cc2ccccc2OC)cc1,-1.8,-4.9%,5.0%,1.3,21.3%,1.9%,-6.8%,-5.0%

# The list goes on:
compound,CCT modulator,PLK1 PBD block,EPAC2 antag,PI5P4K alpha inh,EPAC1 ag,Mm-Cpn inhibitor,EPAC1 antagonist,WRN helicase inh
O=C(CSc1ccccn1)Nc1nc2ccccc2s1,-0.8,-1.3%,-2.3%,-1.7,-13.2%,2.6%,4.7%,-26.7%[57.1 µM]
O=c1[nH]c(=S)[nH]c2c1C(c1cccc(C(F)(F)F)c1)OC(CCc1ccccc1)C2 (stereo not drawn),1.5,-13.4%,-23.4%,-26.1,-3.7%,.,-10.8%,-2.5%
CCCCN(C)C(=O)C(Cc1ccccc1)NS(=O)(=O)c1ccc2c(c1)c(=O)n(C)c(=O)n2C (stereo not drawn),-0.6,-3.9%,-1.9%,-1.4,-3.0%,0.1%,2.4%,6.0%
COc1ccccc1C(CNC(=O)CNC(=O)c1ccc(Cl)c(Cl)c1)N1CCCC1 (stereo not drawn),-0.6,-5.5%,-5.5%,3.9,-5.0%,-1.5%,-19.1%,5.0%
Cc1cc2nc(-c3ccc(NC(=O)C(C)C)cc3)oc2cc1C,-1.9,-3.5%,0.0%,1.9,-4.6%,-3.1%,-8.9%,-17.0%
COc1ccc(CC(=O)NNc2ncnc3c2cnn3-c2ccc(C)cc2)cc1OC,-2.6,-6.0%,-7.5%,0.6,-14.2%,-3.0%,-9.5%,-7.0%
CC1=C(C(=O)N(C)C)CC(CC(=O)NCCc2ccccn2)C(=O)N1Cc1ccc(C(C)(C)C)cc1 (stereo not drawn),-0.4,-1.5%,4.9%,7.1,-0.8%,.,-15.0%,3.3%
CS(=O)(=O)N(CC(=O)N1CCCC1)c1cc(Cl)ccc1Cl,-2.6,2.3%,0.4%,-0.2,-13.1%,0.9%,-1.7%,-2.9%
Cc1ccccc1NC(=O)CCCNC(=O)c1ccc(Cl)cc1,0.2,-1.4%,-6.0%,-2.8,8.4%,0.3%,-14.7%,6.5%
CCOC(=O)CN(C(=O)CNC(=O)c1ccco1)C(C(=O)NC1CCCCC1)c1cccnc1 (stereo not drawn),-0.9,1.9%,20.8%,0.9,-0.7%,0.7%,6.7%,3.6%

# Next results.
compound,CCT modulator,PLK1 PBD block,EPAC2 antag,PI5P4K alpha inh,EPAC1 ag,Mm-Cpn inhibitor,EPAC1 antagonist,WRN helicase inh
C=CCOc1ccc(/C=C2\SC(=S)N(C(C(=O)O)c3ccccc3)C2=O)cc1 (stereo not drawn),-1.3,29.9µM*,?,10.8,2.6%,1.3%,-1.4%,-12.5%[11.6 µM]
CCN(CC)CCCNC(=O)COc1ccc2oc3c(c2c1)CCCC3,-0.1,-19.8%,2.2%,3.6,-6.7%,1.1%,-0.5%,2.1%
COc1c(F)c(F)c(-c2csc(N)n2)c(F)c1F,0.4,-23.9%,1.7%,2.2,16.1%,.,-17.2%,-1.6%
Cc1ccc(S(=O)(=O)/C(C#N)=C/c2c(N3CC(C)OC(C)C3)nc3c(C)cccn3c2=O)cc1 (stereo not drawn),-0.7,1.4%,1.3%,-4.0,-8.9%,-0.5%,5.6%,-3.7%
O=C(N/N=C/c1cc(Cl)cc([N+](=O)[O-])c1O)c1ccc2c(c1)OCO2,-0.5,-13.8%,-21.2%,-25.3,10.5%,-1.0%,-4.1%,8.2%
O=S1(=O)CC(N2CCSCC2)CN1Cc1cn(Cc2ccc(Cl)cc2)nn1 (stereo not drawn),0.1,-6.7%,-0.6%,-2.5,8.1%,.,3.7%,-13.6%
NC(=S)N/N=C/c1ccccc1OCc1cccc(Cl)c1,-2.0,-0.8%,-0.9%,-10.4,7.8%,-1.4%,-5.0%,-5.2%
CC(CCN1C(Nc2ccccc2)=NC[C@@H]1C)c1ccccc1 (stereo partly drawn),-3.2,-13.3%,13.5%,-0.5,5.0%,1.2%,6.8%,4.8%
COc1cccc(NC(=O)NCCC2=CCCCC2)c1,-0.7,-10.4%,-7.8%,4.7,-0.2%,0.4%,-15.1%,-3.8%
COC(=O)N/N=C\c1cc2c(cc1Br)OCO2,2.3,-7.4%,11.0%,0.0,-6.4%,0.5%,6.3%,-9.9%

# Additional records follow.
compound,CCT modulator,PLK1 PBD block,EPAC2 antag,PI5P4K alpha inh,EPAC1 ag,Mm-Cpn inhibitor,EPAC1 antagonist,WRN helicase inh
Cn1c(=O)c(-c2cc(Br)ccc2N)nc2ccccc21,-1.5,-1.1%,-1.9%,2.4,0.5%,-2.7%,-4.7%,-9.1%
CCCCCCN1CC(O)=C(c2ccccc2)C1=N,-0.8,0.2%,18.1%,-0.3,9.1%,-2.8%,13.3%,-7.2%[57.1 µM]
CC(NS(=O)(=O)c1ccccc1)C(c1cccs1)N1CCN(C)CC1 (stereo not drawn),0.8,0.3%,-1.3%,.,3.2%,0.9%,0.1%,-2.4%
Cc1ccc(OCC(=O)Nc2cc(S(=O)(=O)N3CCOCC3)ccc2Cl)c([N+](=O)[O-])n1,-1.0,-2.8%,0.6%,2.8,9.6%,-1.7%,-3.8%,-10.3%
CCCn1c(SCC(=O)N2CCN(c3ccccc3)CC2)nc2ccccc2c1=O,-2.5,-1.1%,-0.2%,1.1,15.3%,-1.2%,0.3%,-4.6%
CCOCCCn1c(=O)c2ccccc2n2c(=S)[nH]nc12,-3.5,4.8%,-11.3%,8.8,9.0%,3.9%,-27.0%,-5.1%
CCN(CC(=O)Nc1ccccc1C(F)(F)F)C(=O)c1ccc(=O)n(Cc2ccccc2)n1,0.2,-7.7%,-1.1%,5.7,6.4%,-9.1%,7.6%,-27.5%
CCc1ccc(CNC(=O)C2CCN(S(=O)(=O)N3CCCC3)CC2)cc1,-0.7,-9.1%,2.6%,2.3,9.0%,-5.7%,7.2%,3.3%
C=CCn1c(CSCc2ccc(F)cc2)n[nH]c1=S,-1.5,-6.2%,9.4%,-15.0,14.0%,0.7%,3.8%,-0.6%
CCC1S/C(=C(\C#N)C(=O)NCc2ccco2)N(c2ccc(F)cc2)C1=O (stereo not drawn),0.2,-5.7%,1.1%,-8.3,6.5%,0.0%,-2.4%,1.2%

# Continuation.
compound,CCT modulator,PLK1 PBD block,EPAC2 antag,PI5P4K alpha inh,EPAC1 ag,Mm-Cpn inhibitor,EPAC1 antagonist,WRN helicase inh
COc1ccc(/C=C(/C(=O)NCc2ccccc2)c2ccccc2)cc1,-2.5,-17.0%,?,-1.9,14.1%,0.9%,-15.1%,-4.3%
CC1CCCC(NC(=O)COC(=O)Cc2c[nH]c3ccccc23)C1C (stereo not drawn),0.3,?,-5.7%,0.9,-5.4%,3.1%,-13.6%,3.6%
O=C(O)CCC(=O)NCc1ccc(F)cc1,1.3,0.5%,-1.9%,.,20.9%,-1.0%,-11.4%,4.8%
Cc1ccc(NC(=S)NNC(=S)Nc2ccc(C)cc2)cc1,0.5,?,10.4%,-28.2,0.8%,.,1.8%,-14.4%
Cc1ccc(-c2cc(=O)c3ccc(F)cc3[nH]2)cc1,1.1,-5.1%,-9.4%,-1.5,3.0%,.,-29.3%,-2.1%
CC(C)(C)c1cc(NC(=O)COC(=O)c2ccccc2O)n(-c2ccccc2)n1,-1.1,7.9%,-23.1%,8.1,-2.3%,.,-5.2%,-7.7%
COc1ccc(C(=O)O)cc1NC(=S)NC(=O)c1ccc(-c2ccc(Cl)cc2)o1,-2.0,?,-17.2%,-15.1,8.8%,-1.6%,1.8%,-5.4%[11.6 µM]
